# PMI inhibitors = MPI enzyme activity inhibition – biochemical, fluorescence intensity, coupled assay, primary screen (AID 1209). purified PMI enzyme, coupled fluorescence intensity; higher % means a stronger effect. inhibition, % at 20 µM, or IC50 in µM where a hit was titrated. 190,000 tested, 0.42% active;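 further: plate controls were DMSO vehicle for no effect and wells lacking substrate for full effect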
# West Nile antiviral = West Nile virus antiviral activity, cell-based, CPE readout (AID 1621) | West Nile virus-infected cells, CPE inhibition; higher % means a stronger effect | 290,000 tested, 0.02% active | one-dose CPE inhibition, % at 10 µM; IC50 in µM for titrated hits; in the data active means a potency from the dose series; inconclusive means CPE inhibition mostly from about 3.7% at the one dose, without a potency; inactive means the rest, 99 in 100 with CPE inhibition below about 2.2%; further: strong numbers were not always called active
# human PMI inhibitors = human PMI inhibitors, high substrate, primary screen, biochemical, fluorescence intensity, high mannose 6-phosphate (AID 1220); 190,000 tested, 0.66% active; one-dose inhibition, % at 20 µM; IC50 in µM for titrated hits; recombinant PMI enzyme, coupled fluorescence intensity; higher % means a stronger effect
# CSM14.1 death rescue = rescue of cells from ER stress-induced death, primary screen, 384-well, CSM14.1, thapsigargin, ATP luminescence (AID 1222). CSM14.1 thapsigargin-induced death rescue, ATP luminescence; higher % means a stronger effect. cellular ATP content (survival), % at 20 µM; hits with a dose series show EC50 in µM. 190,000 tested, under 10 active;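 active means EC50 below 50 µM in the dose-response confirmation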;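 further: death triggered by thapsigargin at about 15 µM added after 2 h compound pretreatment; cell ATP read after overnight thapsigargin exposure of roughly 18 to 22 hours; normalized against plate controls of thapsigargin alone and 5% DMSO vehicle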
# Ins promoter up = MIN6 insulin promoter up-regulation | MIN6 insulin promoter-GFP reporter, high-content imaging; hits give high values | z-score at 5 µM | 190,000 tested, 0.3% active | AID 1625;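 active means z-score above 3 at 5 µM with at least 500 cells counted in the well; inconclusive means wells under 500 cells, flagged as cytotoxic or low count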
# SV40 large T antigen = SV40 large T antigen inhibitors, biochemical (AID 1903); SV40 large T antigen ATPase/helicase inhibition assay; higher % means a stronger effect; one-dose inhibition, % at 20 µM; IC50 in µM for titrated hits; 310,000 tested, 0.39% active; in the data active means a potency from the dose series; inconclusive means inhibition mostly from about 32% at the one dose, without a potency; inactive means the rest, 99 in 100 with inhibition below about 32%; further: strong numbers were not always called active
# TNAP activation fold = stimulation of alkaline phosphatase TNAP activity – biochemical, luminescent, no phosphate acceptor, uHTS, primary screen (AID 1001) | 200,000 tested, 0.03% active | one-dose activation fold at 20 µM; EC50 in µM for titrated hits | purified TNAP, luminescent activation assay, no phosphate acceptor; higher activation fold means a stronger effect; in the data active means activation fold from about 3, or a potency from the dose series; inactive means the rest, 99 in 100 with activation fold below about 1.6; further: many of its hits are not listed in these tables
# PhoP inhibition = PhoP-dependent GFP reporter repression – Salmonella Typhimurium, primary screen (AID 1863). one-dose inhibition, % at 50 µM; IC50 in µM for titrated hits. 300,000 tested, 0.16% active. S. Typhimurium PhoP-regulated promoter GFP reporter, 4 h; higher % means a stronger effect;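 active means inhibition over 29.93%, a cutoff 3 SD above the screen mean, later confirmed by dose response; inconclusive means inhibition over 29.93% but no dose response follow-up; inactive means inhibition at most 29.93% or unconfirmed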;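 further: 0% = low Mg2+ inducing control and 100% = high Mg2+ repressing control; strong numbers were not always called active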
# RSV antiviral HEp-2 = inhibition of RSV-induced cytopathic effect – HEp-2 cells, primary 10 µM value included (AID 2391); 310,000 tested, 0.13% active; one-dose CPE inhibition, % at 10 µM; IC50 in µM for titrated hits; HEp-2 cells, RSV-induced CPE inhibition; higher % means a stronger effect; in the data active means a potency from the dose series; inconclusive means CPE inhibition mostly from about 23% at the one dose, without a potency; inactive means the rest, 99 in 100 with CPE inhibition below about 21%; further: strong numbers were not always called active
# Ins promoter up cell count = also measured in Ins promoter up; calls as there; cell count; measured here: cytotoxicity, nuclei count;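 total cells summed across four imaged fields per well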
# Starred values were filed as active, the others as inactive; ? = inconclusive; · = no result given. Unless noted, no stated cut-off is given here; in the data, active means inhibition above about 50%; inactive means the rest. Random draw from the library; any-hit rate near 1.5%.
SMILES,PMI inhibitors,West Nile antiviral,human PMI inhibitors,CSM14.1 death rescue,Ins promoter up,Ins promoter up cell count,SV40 large T antigen,TNAP activation fold,PhoP inhibition,RSV antiviral HEp-2
COc1ccccc1-c1cc(C(F)(F)F)nc(NCc2cccs2)n1,8%,-1.6%,12%,-0.2%,-0.3,1331,0%,1.1,6%,16%
O=C(c1cccc(C(F)(F)F)c1)N1CCC(O)(CS(=O)(=O)Cc2ccc(Cl)cc2)CC1,17%,-0.1%,22%,-1.6%,-0.01,1935,3%,1.1,8%,-1.2%
CCc1oc(C(=O)O)cc1COC,0%,1.0%,-7%,-1.5%,0.03,1344,9%,1,-2%,2.5%
Cc1cc(C)n(C(=O)c2ccc([N+](=O)[O-])cc2Cl)n1,·,-0.1%,·,·,·,·,4%,·,7%,0.1%
Cc1cccc(C)c1NC(=O)CN1C(=O)S/C(=C\c2cccn2-c2cccc(C(=O)O)c2)C1=O,3%,-0.1%,4%,-1.8%,0.06,1599,11%,1,-5%,0.5%
Cc1nn(C)c(C)c1CN(C)C(=O)C1(C)CC1(Br)Br (stereo not given),2%,-1.2%,-6%,17%,·,·,8%,1,-14%,2.6%
O=c1[nH]c(=S)c2ncn(-c3ccccc3)c2[nH]1,·,0.1%,·,·,0.29,1313,11%,·,-10%,1.5%
CC(=O)Nc1ccc(S(=O)(=O)N2CCN(C(=O)N3CCCCCC3)CC2)cc1,4%,0.1%,6%,·,-0.76,1315,2%,1.1,4%,2.8%
COc1cc(/C=C/CN2CCC(CO)(CC3CCCCO3)CC2)ccc1O (stereo not given),9%,-1.5%,20%,0.5%,-0.18,1363,20%,1,-5%,-1.1%
CC(=O)N1N=C(c2cccc(NS(C)(=O)=O)c2)CC1c1cccs1 (stereo not given),-1%,0.1%,1%,1.2%,0.14,1616,9%,1.1,1%,4.8%
O=C(NN(c1ccccc1)c1ccccc1)c1ccc([N+](=O)[O-])o1,-4%,2.5%,1%,·,-0.56,899,6%,1,10%,8.3%
O=C(c1cccs1)N1CCN(c2ccccc2)CC1,-4%,-0.2%,-3%,0.4%,0.38,1176,6%,1,-8%,2.4%
C/C(=N\O)C(=O)NCc1ccccn1,-2%,0.1%,0%,·,0.03,1118,·,1.1,13%,3.0%
Cc1cc(=O)[nH]c(SCCCOc2ccccc2Cl)n1,5%,-0.7%,-2%,-0.1%,·,·,11%,1.2,-8%,19%
CCN(c1ccccc1)S(=O)(=O)c1ccc(Cl)c(NC(=O)CN2CCCCCC2)c1,·,?,·,·,-1.3,634,7%,·,-6%,17%
Cc1ccc(OCCSc2nc3ccccc3n2CC(=O)O)cc1C,·,0.8%,·,·,·,·,7%,·,-6%,2.1%
COc1ccc(NC(=O)C2CCN(S(=O)(=O)c3cn(C)nc3C)CC2)cc1,·,0.1%,·,·,·,·,-14%,·,1%,-1.2%
Cc1ccc(C)n1-c1ccncc1,2%,?,3%,1.1%,0.51,1159,46%,1.1,3%,1.0%
CC1CCCCN1S(=O)(=O)c1ccc(-n2cnnn2)cc1 (stereo not given),·,-0.2%,·,·,·,·,16%,·,4%,1.0%
CCc1nnc(N/N=C/c2cccs2)n1N,-14%,0.3%,20%,-4.1%,-0.14,1209,18%,1.1,-5%,1.5%
CSc1ccccc1NC(=O)CSc1nnc(CNC(=O)c2ccccc2F)n1C,·,-0.2%,·,·,·,·,2%,·,5%,-0.1%
CCOC(=O)C1CCCN(C(=O)Cn2sc3nc(C)cc(C)c3c2=O)C1 (stereo not given),-9%,?,-22%,0.2%,0.2,1057,73%,1.2,4%,0.2%
CCn1c(CNC(=O)COc2ccc(C(C)C)cc2)nnc1SCC(=O)Nc1ccccc1C(C)C,6%,-0.1%,4%,-0.8%,?,·,0%,1.1,5%,3.9%
O=c1oc2ccccc2c2c1nc(C(F)(F)F)n2-c1ccccc1,10%,0.0%,4%,-2.1%,·,·,4%,1.2,-13%,0.8%
COc1ccc(Cn2cc(C(=O)c3ccccc3)c(=O)c3cc(OC)ccc32)cc1,11%,·,15%,3.8%,0.71,1334,14%,1.1,1%,2.1%
CCOCc1nnc(NC(=O)CCS(=O)(=O)Cc2ccccc2)s1,·,0.2%,·,·,·,·,2%,·,-6%,0.6%
COC(=O)c1nn(-c2cccc(C(F)(F)F)c2)c(=O)cc1Sc1ccccn1,-5%,-0.4%,1%,-0.7%,-0.28,1585,2%,1,-4%,1.6%
Clc1ccc(Oc2cnns2)c(Cl)c1,4%,0.1%,-1%,-0.1%,·,·,48%,1.1,-5%,3.6%
COCCNC(=S)N(CCN(C)C)Cc1cc2cc3c(cc2[nH]c1=O)OCO3,·,-0.1%,·,·,·,·,21%,·,0%,0.9%
C=CCN1C(=O)/C(=C/c2ccsc2)SC1=S,4%,0.7%,4%,-3.2%,2,1247,18%,1,9%,1.8%

# Of the compounds above, these contain an aryl thioether with sulfur outside any ring:
SMILES,PMI inhibitors,West Nile antiviral,human PMI inhibitors,CSM14.1 death rescue,Ins promoter up,Ins promoter up cell count,SV40 large T antigen,TNAP activation fold,PhoP inhibition,RSV antiviral HEp-2
Cc1cc(=O)[nH]c(SCCCOc2ccccc2Cl)n1,5%,-0.7%,-2%,-0.1%,·,·,11%,1.2,-8%,19%
Cc1ccc(OCCSc2nc3ccccc3n2CC(=O)O)cc1C,·,0.8%,·,·,·,·,7%,·,-6%,2.1%
CSc1ccccc1NC(=O)CSc1nnc(CNC(=O)c2ccccc2F)n1C,·,-0.2%,·,·,·,·,2%,·,5%,-0.1%
CCn1c(CNC(=O)COc2ccc(C(C)C)cc2)nnc1SCC(=O)Nc1ccccc1C(C)C,6%,-0.1%,4%,-0.8%,?,·,0%,1.1,5%,3.9%
COC(=O)c1nn(-c2cccc(C(F)(F)F)c2)c(=O)cc1Sc1ccccn1,-5%,-0.4%,1%,-0.7%,-0.28,1585,2%,1,-4%,1.6%

# Continuation:
SMILES,PMI inhibitors,West Nile antiviral,human PMI inhibitors,CSM14.1 death rescue,Ins promoter up,Ins promoter up cell count,SV40 large T antigen,TNAP activation fold,PhoP inhibition,RSV antiviral HEp-2
Cn1c(=O)c2c(=O)cc(NNC(=O)CC#N)[nH]c2n(C)c1=O,18%,-0.3%,31%,0.5%,1.1,1545,32%,1.1,2%,2.4%
CC(NC(=O)Nc1ccc2c(c1)OCO2)c1ccncc1 (stereo not given),0%,0.1%,4%,-0.5%,-0.48,1463,3%,1.1,11%,1.3%
CCOc1ccc(N2CC(C(=O)NCc3ccc4c(c3)OCO4)CC2=O)cc1 (stereo not given),·,0.0%,·,·,·,·,12%,·,-2%,0.7%
CC1CN(c2nc3ccccn3c(=O)c2/C=C(\C#N)C(N)=O)CC(C)O1 (stereo not given),·,0.1%,·,·,-0.24,1426,16%,·,-8%,-1.9%
CCCSCCCNC(=O)c1ccc(C)c(NC(=O)C2=C(C)OCCS2)c1,·,-0.7%,·,·,·,·,2%,·,-8%,2.5%
COCCNC(=O)/C(C#N)=C/c1c(N2CCN(c3cccc(Cl)c3)CC2)nc2c(C)cccn2c1=O,·,-0.7%,·,·,·,·,3%,·,11%,1.0%
CCOC(=O)c1c(C)cc(C)[nH]c1=O,9%,1.2%,12%,-1.3%,·,·,-16%,1,-1%,-0.8%
COc1ccc(NC(=O)CN2CCCCC2)c([N+](=O)[O-])c1,4%,-0.5%,4%,-2.3%,0.11,1904,-3%,1.1,39%,0.9%
CC(NC(=O)c1cc2cc(F)ccc2[nH]1)c1ccccc1 (stereo not given),·,-1.3%,·,·,·,·,11%,·,5%,2.9%
O=C(NCc1cccs1)c1nn2cccnc2c1Cl,1%,0.1%,-1%,·,·,·,6%,1.1,1%,0.8%
Cn1cc(S(=O)(=O)NCCc2ccccc2)c(=O)n(C)c1=O,·,-0.1%,·,·,-0.55,1147,12%,·,-9%,2.6%
CCOC(=O)Cc1csc(NC(=O)c2sc3nc4c(C)cc(C)cc4cc3c2N)n1,-52%,0.9%,-93%,-1.2%,·,·,14%,1,-2%,9.4%
O=C(Oc1ccc(N(Cc2cccs2)C2=NS(=O)(=O)c3ccccc32)cc1)c1ccco1,6%,0.2%,2%,-2.9%,-0.79,1259,-15%,1,0%,1.5%
CC1CC(=O)c2cnc(N3CCOCC3)nc2C1 (stereo not given),-6%,-0.5%,-5%,-0.7%,·,·,3%,1,-1%,0.1%
Cc1cccc(C(C)C)c1NC(=O)c1c(-c2ccccc2)noc1C,·,0.4%,·,·,·,·,20%,·,-1%,1.6%
O=C(Nc1ccccc1C(F)(F)F)N1CCCC(O)C1 (stereo not given),10%,1.1%,5%,0.1%,0.02,1565,3%,1.2,-11%,0.3%
COc1cc([N+](=O)[O-])ccc1NC(=S)Nn1cnnc1,·,-0.5%,·,·,·,·,9%,·,-7%,1.3%
CC12CCC(C(=O)N3CCCc4ccccc43)(CC1=O)C2(C)C (stereo not given),9%,-1.0%,13%,1.9%,-0.09,1512,12%,1.1,9%,1.3%
COc1ccc(N2CCN(C(=O)CCCC3=NS(=O)(=O)c4ccccc4N3)CC2)cc1,4%,0.6%,1%,-0.7%,0.09,1375,26%,1.1,-2%,1.5%
CCN1CCCC1Cn1cnc2c([nH]c3ccc(Cl)cc32)c1=O (stereo not given),3%,0.1%,5%,-1.3%,0.26,984,7%,1.1,1%,-0.9%
O=C(CCCCCN1C(=O)C2C3C=CC(C3)C2C1=O)Nc1nccs1 (stereo not given),8%,-0.2%,8%,-0.4%,0.41,945,0%,1.1,-2%,-0.8%
CN(C)C(=O)C1C2NC(=S)N(c3ccccc3)C1(C)Oc1ccccc12 (stereo not given),5%,0.4%,10%,0.1%,0.74,1280,5%,1,-7%,2.3%
Cn1c(NC(=O)c2cc(Cl)ccc2Cl)cc(=O)n(C)c1=O,-10%,0.2%,-9%,-1.3%,0.97,1035,1%,1.1,7%,1.0%
CCOC(=O)c1ccc(NC(=O)c2c(C)[nH]c(C(=O)OCC)c2C)cc1,11%,0.2%,8%,-0.2%,0.42,1260,0%,1.1,-12%,0.7%
CCCS(=O)c1nc(C)cc(C)c1S(C)(=O)=O (stereo not given),1%,0.3%,-8%,·,-0.09,1217,12%,1.1,-11%,2.1%
CC(=O)Nc1nonc1NC(=O)c1ccc(F)cc1,-1%,?,-2%,-1.1%,-1.4,954,-1%,1.1,1%,5.2%
O=C(CCc1ccc(S(=O)(=O)NCCc2ccccc2)cc1)NCc1ccc2c(c1)OCO2,3%,-0.7%,6%,-0.7%,0.46,927,2%,0.9,4%,-0.8%
C/C(=N/NC(=O)c1ccoc1C)C12CC3CC(CC(C3)C1)C2,12%,0.2%,4%,-2.0%,-0.13,861,11%,1.1,-2%,1.7%
CCOC(=O)C1=CN(Cc2ccc(OC)cc2)C=C(C(=O)OCC)C1c1cccs1,8%,-1.2%,14%,-0.2%,0.98,1689,2%,1.1,2%,2.4%
CC(C)OC(=O)c1sc2nc3c(cc2c1N)C(=O)CCC3,12%,·,5%,0.2%,-0.84,1386,-2%,1.1,20%,-0.7%
